Assay outcomes as filed in PubChem.
SENP8 inh: SENP8 (human) protease inhibition. recombinant SENP8, Nedd8 substrate fluorescence. inhibition, % at 20 µM. 360,000 compounds, 0.64% hits. AID 602440; in the data active means inhibition mostly above about 40%, no sharp cut-off; inactive means mostly below about 27%
Target sequence (Q96LD8 whole entry, looked up): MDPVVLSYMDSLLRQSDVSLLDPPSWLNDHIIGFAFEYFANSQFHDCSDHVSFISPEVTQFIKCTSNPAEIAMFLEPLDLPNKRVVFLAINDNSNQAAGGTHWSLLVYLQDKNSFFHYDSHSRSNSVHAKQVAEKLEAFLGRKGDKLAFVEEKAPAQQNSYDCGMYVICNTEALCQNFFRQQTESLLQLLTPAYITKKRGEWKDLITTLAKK
SENP1 FRET inh: inhibitors of human SENP1 SUMO protease catalytic domain; Q9P0U3; recombinant SENP1 catalytic domain, CyPet-SUMO1-YPet FRET cleavage; inhibition, % at 10 µM; 360,000 compounds, 0.21% hits; AID 624204;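 active means inhibition at least 30% at 10 µM, raw YFP signal under a set limit, fluorescence ratio 0.5 to 1.5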;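 further: 0% = enzyme with DMSO and 100% = no enzyme wells; some results filed as inactive read as strong as hits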
Target sequence (Q9P0U3 419-644 limits assumed): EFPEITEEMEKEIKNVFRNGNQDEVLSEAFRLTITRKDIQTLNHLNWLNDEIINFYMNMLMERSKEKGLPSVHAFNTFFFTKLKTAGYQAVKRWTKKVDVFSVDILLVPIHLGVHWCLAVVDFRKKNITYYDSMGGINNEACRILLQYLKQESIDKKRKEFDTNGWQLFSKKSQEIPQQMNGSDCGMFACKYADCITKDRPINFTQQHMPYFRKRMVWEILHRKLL
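Material: hSENP1 catalytic domain, recombinant; medium: Tris pH 8 with BME, BSA, NP40 and catalase; compound: single concentration of 10 µM compound, 0.5% DMSO final; technique: FRET read of cyan and yellow fluorescence; timing: 50 min enzyme reaction, room temperature, light-protected; reagent: SFCypet-SUMO1-SFYpet substrate at 25 nM; control set: no-enzyme low, enzyme-DMSO high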
An asterisk follows results filed as active. Only part of the results is shown; the hit share may differ from the screen's.

The opening 7 compounds as a preview:
| Structure | SENP8 inh | SENP1 FRET inh |
| --- | --- | --- |
| CCOC(=O)[C@]12Cc3cc(C)ccc3[C@H]1N(C)C(=O)c1ccccc12 | 22.5 | 1.6 |
| C[C@]12C=CC(=O)C=C1CC[C@@H]1[C@@H]2CC[C@]2(C)C(=O)CC[C@@H]12 | 24.4 | 0.5 |
| CCC1(c2ccccc2)C(=O)NC(=S)NC1=O | 6.5 | 2.6 |
| CSCCC(c1nnnn1C(C)(C)C)N1CCC2(CC1)C(=O)NCN2c1ccccc1 (stereo unspecified) | 28.5 | -0.2 |
| O=C1NCN(c2ccccc2)C12CCN(C(c1cccc3ccccc13)c1nnnn1C1CCCC1)CC2 (stereo unspecified) | 16.2 | -1.0 |
| O=C1NCN(c2ccccc2)C12CCN(C(c1ccnc3ccccc13)c1nnnn1Cc1ccccc1)CC2 (stereo unspecified) | 22.8 | 2.4 |
| O=c1[nH]c2ccccc2n1C1CCN(C(c2cccs2)c2nnnn2-c2ccc3c(c2)OCCO3)CC1 (stereo unspecified) | 7.3 | 0.1 |

The whole of this part (from the top)
| Structure | SENP8 inh | SENP1 FRET inh |
| --- | --- | --- |
| CCOC(=O)[C@]12Cc3cc(C)ccc3[C@H]1N(C)C(=O)c1ccccc12 | 22.5 | 1.6 |
| C[C@]12C=CC(=O)C=C1CC[C@@H]1[C@@H]2CC[C@]2(C)C(=O)CC[C@@H]12 | 24.4 | 0.5 |
| CCC1(c2ccccc2)C(=O)NC(=S)NC1=O | 6.5 | 2.6 |
| CSCCC(c1nnnn1C(C)(C)C)N1CCC2(CC1)C(=O)NCN2c1ccccc1 (stereo unspecified) | 28.5 | -0.2 |
| O=C1NCN(c2ccccc2)C12CCN(C(c1cccc3ccccc13)c1nnnn1C1CCCC1)CC2 (stereo unspecified) | 16.2 | -1.0 |
| O=C1NCN(c2ccccc2)C12CCN(C(c1ccnc3ccccc13)c1nnnn1Cc1ccccc1)CC2 (stereo unspecified) | 22.8 | 2.4 |
| O=c1[nH]c2ccccc2n1C1CCN(C(c2cccs2)c2nnnn2-c2ccc3c(c2)OCCO3)CC1 (stereo unspecified) | 7.3 | 0.1 |
| COc1ccc(OC(=O)N(C)C[C@@H]2OCc3ccccc3-c3c(n(C)c4ccccc34)C(=O)N([C@H](C)CO)C[C@@H]2C)cc1 | 4.1 | 0.6 |
| CC(C)c1ccc(N2C(=O)NC(=O)/C(=C/C=C/c3ccco3)C2=O)cc1 | 3.8 | -45.5 |
| CN1C(=O)C[N+]([O-])=C(c2ccccc2)c2cc(Cl)ccc21 | 8.4 | -0.7 |
| CCCCCN1C(=O)c2ccccc2[C@@]2(C(=O)OCC)Cc3cc(OC)ccc3[C@@H]12 | 9.2 | -0.7 |
| COc1cc2cc(C(=O)N3CC(COS(C)(=O)=O)c4ccc(O)cc43)[nH]c2c(OC)c1OC (stereo unspecified) | -40.5 | 1.5 |
| CC1=CC2OC3CC4OC(=O)C=CC=CC(C(C)O)OCC(O)C5(C)OC5C(=O)OCC2(CC1O)C4(C)C31CO1 (stereo unspecified) | 4.9 | 0.9 |
| CC[C@H]1c2ccccc2[C@@H]2CC[C@H]1N2c1ccccc1 | -54.3 | -5.0 |
| CN1Cc2cnnn2-c2ccccc2C1C#N (stereo unspecified) | 6.9 | 2.2 |

(listing goes on)
| Structure | SENP8 inh | SENP1 FRET inh |
| --- | --- | --- |
| Cc1ccc(-n2c(=S)[nH]c3ccccc3c2=O)cc1C | -9.9 | -0.1 |
| NCC(=O)c1ccccc1 | 12.7 | 0.1 |
| CN(C)c1ccc(C=C2C(=O)NC(=O)NC2=O)cc1 | 5.1 | -4.8 |
| CCCCn1nnnc1C(C1CC1)N1CCC(n2c(=O)[nH]c3ccccc32)CC1 (stereo unspecified) | 5.0 | 2.5 |
| N#CC1c2ccccc2-n2nncc2CN1C(=O)CCc1ccccc1 (stereo unspecified) | -2.5 | 1.1 |
| Cc1cc(C)c(NC2=NCCS2)cc1C | 8.8 | 0.7 |
| C[C@H](CO)N1C[C@H](C)[C@@H](CN(C)C(=O)Oc2cccc3ccccc23)OCc2cn(nn2)CCCC1=O | 3.6 | -1.1 |
| CNC(=O)C[C@H]1CC[C@@H]2NC[C@H](O)COC[C@H]2O1 | 33.7 | 0.7 |
| CN1C(=O)/C(=C/c2ccc(Cl)s2)C(=O)NC1=S | 17.5 | -6.9 |
| COP(=O)(NC(C)=O)SC (stereo unspecified) | 3.1 | 3.0 |
| CN(c1ccc(O)cc1)c1ccc([N+](=O)[O-])c2nonc12 | 30.1 | 6.0 |
| C#CCCC[C@@H]1OC(=O)CNC(=O)C([C@@H](C)CC)NC(=O)[C@@H]2CCCN2C(=O)C([C@@H](C)CC)OC(=O)[C@H](Cc2ccccc2)N(C)C(=O)[C@H](C(C)C)NC(=O)C1(C)C (stereo partly specified) | 25.6 | 1.3 |
| CCOC(=O)[C@]12Cc3cc(C)ccc3[C@H]1N(CCC(=O)OC)C(=O)c1cc(OC)ccc12 | -4.3 | 1.0 |
| O=C(O)c1ccc2c(c1)C1C(Cl)C(Sc3ccccc3[N+](=O)[O-])CC1C(c1cccc([N+](=O)[O-])c1)N2 (stereo unspecified) | 49.3* | 4.1 |
| CCOc1ccc(N)cc1 | 24.1 | 2.1 |

Continued.
| Structure | SENP8 inh | SENP1 FRET inh |
| --- | --- | --- |
| Cc1ccc(S(=O)(=O)N2Cc3cc(N4CCOCC4)ccc3-n3nncc3C2)cc1 | -12.5 | 0.2 |
| COc1ccc(OC(=O)N(C)C[C@H]2OCc3cnnn3CCCC(=O)N([C@@H](C)CO)C[C@H]2C)cc1 | 16.0 | 0.3 |
| COc1cc2c(cc1OC)C13CCN4CC5=CCOC(CC(=O)O)C(C5CC41)C3N2 (stereo unspecified) | -3.6 | -6.3 |
| Cc1ccc(OC(=O)N(C)C[C@H]2OCc3cnnn3CCCC(=O)N([C@H](C)CO)C[C@@H]2C)cc1 | 5.6 | 1.0 |
| C[C@]12C[C@H](O)[C@@H](O)C[C@@H]1CC[C@@H]1[C@@H]2CC[C@]2(C)C(=O)CC[C@@H]12 | 49.1* | 2.0 |
| O=C(OCc1ccccc1)N1CCC2CC1c1cc(N3Cc4ccccc4-n4nncc4C3)ccc12 (stereo unspecified) | 22.7 | 2.2 |
| COc1cc(O)c2c(c1)/C=C/C[C@H](O)[C@H](O)C(=O)CCC[C@H](C)OC2=O | -45.5 | 2.3 |
| O=C1NC(=O)N(CCc2ccc(F)cc2)C(=O)/C1=C\C=C\c1ccccc1 | -3.2 | -14.6 |
| CCOC(=O)[C@]12Cc3cc(OC)ccc3[C@H]1N(C)C(=O)c1cc(OC)ccc12 | -1.3 | 0.0 |
| CC1c2ccccc2-n2nncc2CN1CC1CCCCC1 (stereo unspecified) | 3.7 | -24.6 |
| C=C1C(=O)OC2CC3(C)OC3CCC(C)=CC(OC(C)=O)C12 (stereo unspecified) | 14.8 | 2.1 |
| CCOC(=O)c1cc2ccccc2n1C1CCN(Cc2ccccc2)CC1 | -8.5 | 2.0 |
| COc1cc2c(c(OC)c1OC)-c1ccc(O)cc1C(NC(C)=O)CC2 (stereo unspecified) | 12.0 | -0.1 |
| OC1C2CN3CN(C2)CC1(c1ccccc1)C3 (stereo unspecified) | 16.0 | -0.4 |
| C[C@]12CC[C@@H](O)CC1=CC(=O)C1C2CC[C@]2(C)C(=O)[C@H](O)CC12 (stereo partly specified) | 22.0 | -7.0 |

Compound profiles, as listed above. Screens in order: SENP8 inh | SENP1 FRET inh
Cc1ccc(S(=O)(=O)N2Cc3cc(N4CCOCC4)ccc3-n3nncc3C2)cc1 in the list: -12.5 | 0.2
OC1C2CN3CN(C2)CC1(c1ccccc1)C3 (stereo unspecified) in the list: 16.0 | -0.4
C[C@]12C[C@H](O)[C@@H](O)C[C@@H]1CC[C@@H]1[C@@H]2CC[C@]2(C)C(=O)CC[C@@H]12 in the list: 49.1* | 2.0
O=C1NC(=O)N(CCc2ccc(F)cc2)C(=O)/C1=C\C=C\c1ccccc1 in the list: -3.2 | -14.6
CCOC(=O)c1cc2ccccc2n1C1CCN(Cc2ccccc2)CC1 in the list: -8.5 | 2.0

Among those listed so far, 2 contain a COOH group:
| Structure | SENP8 inh | SENP1 FRET inh |
| --- | --- | --- |
| O=C(O)c1ccc2c(c1)C1C(Cl)C(Sc3ccccc3[N+](=O)[O-])CC1C(c1cccc([N+](=O)[O-])c1)N2 (stereo unspecified) | 49.3* | 4.1 |
| COc1cc2c(cc1OC)C13CCN4CC5=CCOC(CC(=O)O)C(C5CC41)C3N2 (stereo unspecified) | -3.6 | -6.3 |

(listing goes on)
| Structure | SENP8 inh | SENP1 FRET inh |
| --- | --- | --- |
| O=C(Nc1cc(Cl)cc(Cl)c1)N1Cc2ccccc2-n2nncc2C1 | 6.3 | 2.2 |
| NN=C1C(Cl)=C(Cl)C(Cl)=C1Cl | 30.3 | 4.6 |
| CCOC(=O)c1cc2c(cn1)[C@@H](CCO)NC2 | 2.4 | -0.1 |
| O=S(=O)(c1cccc(C(F)(F)F)c1)N1Cc2ccccc2-n2nncc2C1 | 9.5 | 1.6 |
| CCCCn1nnnc1C(CCSC)N1CCC(n2c(=O)[nH]c3ccccc32)CC1 (stereo unspecified) | 3.4 | 1.2 |
| O=C1NC2C(=CC(O)C(O)C2O)c2cc3c(cc21)OCO3 (stereo unspecified) | -59.0 | 1.2 |

3 compounds out of the list, ordered by SMILES length, rising:
| Structure | SENP8 inh | SENP1 FRET inh |
| --- | --- | --- |
| NN=C1C(Cl)=C(Cl)C(Cl)=C1Cl | 30.3 | 4.6 |
| O=C(Nc1cc(Cl)cc(Cl)c1)N1Cc2ccccc2-n2nncc2C1 | 6.3 | 2.2 |
| O=S(=O)(c1cccc(C(F)(F)F)c1)N1Cc2ccccc2-n2nncc2C1 | 9.5 | 1.6 |
